Compound activity deposited in PubChem BioAssay by The Scripps Research Institute Molecular Screening Center.
GPR151 activ = activates the human receptor GPR151; actives 1% (n = 650,000); PathHunter beta-arrestin GPR151 cells, luminescence; Q8TDV0; activation, % at 11.2 µM; AID 1508602; in the data active means activation above about 4.9%;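 further: 0% = median of compound wells and 100% = cells with positive control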
Target sequence (Q8TDV0 whole entry, looked up): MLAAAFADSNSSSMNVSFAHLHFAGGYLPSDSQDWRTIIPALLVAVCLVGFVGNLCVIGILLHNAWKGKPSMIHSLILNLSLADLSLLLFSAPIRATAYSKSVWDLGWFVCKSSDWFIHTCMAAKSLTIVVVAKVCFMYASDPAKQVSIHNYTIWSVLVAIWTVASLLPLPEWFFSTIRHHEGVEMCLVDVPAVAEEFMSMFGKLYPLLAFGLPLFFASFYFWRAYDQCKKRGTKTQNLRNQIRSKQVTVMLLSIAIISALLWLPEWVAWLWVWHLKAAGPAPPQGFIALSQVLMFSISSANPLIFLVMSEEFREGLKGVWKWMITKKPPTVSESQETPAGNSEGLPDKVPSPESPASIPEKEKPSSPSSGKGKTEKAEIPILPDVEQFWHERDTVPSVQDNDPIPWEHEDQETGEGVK
TEAD-YAP inh = TEAD-YAP interaction inhibition; HEK-TIYL cells, TEAD-Gal4/YAP UAS-luciferase luminescence; inhibition, % at 9.12 µM; actives 1.4% (n = 640,000); in the data active means inhibition above about 32%;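 further: 0% = median of test compound wells and 100% = reference inhibitor wells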
FBW7 act = activators of human E3 ligase FBW7; Q969H0; AlphaScreen FBW7–phospho-cyclin E peptide binding, activator screen; normalized activity (activation), % at 26.1 µM; actives 0.13% (n = 650,000); AID 1259310; in the data active means normalized activity above about 1.9%;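 further: purified mutant Fbw7 with reduced substrate affinity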
Target sequence (Q969H0 whole entry, looked up): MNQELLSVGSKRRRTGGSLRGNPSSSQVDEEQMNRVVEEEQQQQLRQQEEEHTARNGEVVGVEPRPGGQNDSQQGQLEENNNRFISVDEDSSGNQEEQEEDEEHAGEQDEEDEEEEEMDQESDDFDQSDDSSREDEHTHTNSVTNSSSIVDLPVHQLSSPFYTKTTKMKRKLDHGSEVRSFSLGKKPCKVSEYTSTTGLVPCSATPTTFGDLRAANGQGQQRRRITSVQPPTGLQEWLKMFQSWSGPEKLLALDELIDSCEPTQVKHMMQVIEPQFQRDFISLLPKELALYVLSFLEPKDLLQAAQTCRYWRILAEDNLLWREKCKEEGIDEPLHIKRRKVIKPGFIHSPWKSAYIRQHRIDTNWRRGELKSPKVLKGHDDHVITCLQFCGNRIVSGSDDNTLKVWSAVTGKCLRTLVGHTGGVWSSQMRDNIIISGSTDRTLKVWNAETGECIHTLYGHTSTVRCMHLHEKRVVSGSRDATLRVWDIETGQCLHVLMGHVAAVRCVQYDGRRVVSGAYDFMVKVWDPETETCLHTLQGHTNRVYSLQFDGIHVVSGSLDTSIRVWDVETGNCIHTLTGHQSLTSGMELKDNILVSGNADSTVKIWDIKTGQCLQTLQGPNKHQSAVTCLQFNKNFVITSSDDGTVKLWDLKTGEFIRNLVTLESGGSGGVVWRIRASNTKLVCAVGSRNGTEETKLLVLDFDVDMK
MITF primary = blocks human microphthalmia-associated transcription factor | AlphaScreen MITF homodimerization, bead proximity signal | inhibition, % at 2.6 µM | actives 0.91% (n = 650,000) | AID 1259374; in the data active means inhibition above about 50%;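 further: 0% = vehicle wells with protein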
An asterisk follows results filed as active; & = joins results of further samples. An unsorted share of the library; any-hit rate near 3.4%.

Screening c1ccc(-c2nc3ccccc3o2)c(-c2nc3ccccc3o2)c1 returned GPR151 activ -1.3, TEAD-YAP inh -1, FBW7 act 0.1 and MITF primary 12.
Screening O=C(OCc1ccccc1)c1ccccc1NS(=O)(=O)c1cccc([N+](=O)[O-])c1 returned GPR151 activ -1.5, TEAD-YAP inh -8, FBW7 act -0.1 and MITF primary -9.
For CC(C)Cn1cnc2sc3c(c2c1=O)CCC(NC1CCCC1)C3 (stereo not given) the results were GPR151 activ -0.3, TEAD-YAP inh 2, FBW7 act -0.1 and MITF primary -11.
`O=C(Nc1ccc(F)cc1)N1CCC2(CC1)C(=O)NCN2c1ccccc1` gave GPR151 activ 0.3, TEAD-YAP inh 1, FBW7 act -0.1 and MITF primary -8.
For Cc1nc(CC(=O)N2CCC[C@@H]3CN(CCCc4ccccc4)CC[C@@H]32)cs1 the results were GPR151 activ 1.2, TEAD-YAP inh 6, FBW7 act -0.1 and MITF primary 6.
Screening CCOC(=O)C1=C2c3cc(OC)c(OC)cc3CC(C)(C)N2C(=O)C1=O returned GPR151 activ -0.4, TEAD-YAP inh -14, FBW7 act 0.1 and MITF primary 25.
For O=C(NCc1ccccc1)c1cccc(N2CCc3ccccc3C2)n1 the results were GPR151 activ -0.5, TEAD-YAP inh 3, FBW7 act 0.1 and MITF primary -12.
Screening CCc1cc(C(=O)O)c(NC(=O)/C=C/c2ccc(OC)cc2)s1 returned GPR151 activ 0.1, TEAD-YAP inh -54, FBW7 act 0.1 and MITF primary 13.
`O=C(O)Cc1ccc(NC(=O)c2ccc3c(c2)C(=O)N(Cc2ccco2)C3=O)cc1` gave GPR151 activ -0.7, TEAD-YAP inh 3, FBW7 act 0.1 and MITF primary 43.
Cc1ccc([N+](=O)[O-])cc1-c1ccc(/C=C2/SC(N)=NC2=O)o1 was read as GPR151 activ 2.6, TEAD-YAP inh 3, FBW7 act -0.1 and MITF primary 13.
`COc1ccc(COc2ccc3c4c(c(=O)oc3c2)CCC4)cc1` gave GPR151 activ 1.7, TEAD-YAP inh -6, FBW7 act -0.1 and MITF primary 1.
O=S(=O)(Nc1cccc2cccnc12)c1cccs1 was read as GPR151 activ -2.2, TEAD-YAP inh 20, FBW7 act -0.4 and MITF primary 7.
CC(=O)N1CCCc2cc(S(=O)(=O)NC(C(=O)NC3CCCCC3)C(C)C)ccc21 (stereo not given) was read as GPR151 activ -0.8, TEAD-YAP inh -7, FBW7 act -0.2 and MITF primary 3.
Cc1noc(C)c1CC(=O)N1CCCC(C(=O)Nc2cccc(-c3ccc(F)cc3)c2)C1 (stereo not given) was read as GPR151 activ 1.1, TEAD-YAP inh 0, FBW7 act -0.2 and MITF primary -10.
COc1cccc(-c2noc(COc3cccc(C)c3)n2)c1 was read as GPR151 activ -0.6, TEAD-YAP inh -8, FBW7 act 0.0 and MITF primary -13.
For CC1=C(C(=O)OCC2CCCO2)C(c2cccc([N+](=O)[O-])c2)C2=C(CCCC2=O)N1 (stereo not given) the results were GPR151 activ 6.1*, TEAD-YAP inh 8, FBW7 act -0.2 and MITF primary 4.
Screening CCCS(=O)(=O)N1CCN(C(=O)COc2ccc(OC)cc2)CC1 returned GPR151 activ -0.8, TEAD-YAP inh -3, FBW7 act -0.1 and MITF primary 1.
`COc1ccc(S(=O)(=O)N2CCN(c3nc4c(OC)ccc(Cl)c4s3)CC2)cc1` gave GPR151 activ -0.1, TEAD-YAP inh -5, FBW7 act -0.1 and MITF primary -7.
For CN(CC(=O)N1CCN(C2CCCCC2)CC1)S(=O)(=O)c1cccc2nsnc12 the results were GPR151 activ 1.0, TEAD-YAP inh 3, FBW7 act 0.1 and MITF primary 7.
COc1cc(NC(=O)c2cnc(-c3c(C)nn(C)c3C)s2)cc(OC)c1OC was read as GPR151 activ -0.9, TEAD-YAP inh 3, FBW7 act 0.0 and MITF primary 22.
For CCCCOc1ccccc1NC(=O)CC1(CC(=O)Nc2ccccc2OCCCC)CCCCC1 the results were GPR151 activ -1.2, TEAD-YAP inh 5, FBW7 act 0.7 and MITF primary 19.
`CCCOC(=O)C1=C(C)N(CC)C(=O)NC1c1ccccc1[N+](=O)[O-]` (stereo not given) gave GPR151 activ -0.1, TEAD-YAP inh 12, FBW7 act 2.5* and MITF primary 6.
For COc1ccccc1CNS(=O)(=O)c1ccc(F)c(C(=O)Nc2cccc(Cl)c2Cl)c1 the results were GPR151 activ -1.4, TEAD-YAP inh 0, FBW7 act 0.5 and MITF primary 11.
For CCOC(=O)c1ccc(-c2ccc(/C=C3\C(=O)Nc4ccc(Br)cc43)o2)cc1 the results were GPR151 activ 1.6, TEAD-YAP inh -3, FBW7 act 0.0 and MITF primary -16.
COCCCNCCOCCOc1ccc(Cl)cc1C(C)(C)C was read as GPR151 activ -0.7, TEAD-YAP inh -1, FBW7 act 0.0 and MITF primary 5.
CC(=O)NC1C(=O)N=C(SCC(=O)Nc2ccc(C(F)(F)F)cc2Cl)NC1=O (stereo not given) was read as GPR151 activ 0.4, TEAD-YAP inh 19, FBW7 act 0.0 and MITF primary 13.
`CCN(CC)S(=O)(=O)c1ccc(NS(=O)(=O)c2cccc(C(F)(F)F)c2)cc1` gave GPR151 activ -1.0, TEAD-YAP inh -1, FBW7 act -0.1 and MITF primary 5.
Screening O=C1c2ccccc2C(=O)N1c1ccc(Cl)cn1 returned GPR151 activ 1.0, TEAD-YAP inh 9, FBW7 act -0.1 and MITF primary 2.
`CCCNC(=O)c1ccc2nc(NCc3cccnc3)sc2c1` gave GPR151 activ 0.6, TEAD-YAP inh -27, FBW7 act -0.1 and MITF primary -4.
Screening CC(C)c1ccc(OC(=O)NCCO)cc1 returned GPR151 activ -0.8, TEAD-YAP inh -20, FBW7 act 0.2 and MITF primary 14.

Of the compounds above, 2 contain a COOH group.
Screening CCc1cc(C(=O)O)c(NC(=O)/C=C/c2ccc(OC)cc2)s1 returned GPR151 activ 0.1, TEAD-YAP inh -54, FBW7 act 0.1 and MITF primary 13.
`O=C(O)Cc1ccc(NC(=O)c2ccc3c(c2)C(=O)N(Cc2ccco2)C3=O)cc1` gave GPR151 activ -0.7, TEAD-YAP inh 3, FBW7 act 0.1 and MITF primary 43.

The list goes on:
Screening CN(Cc1ccccc1)c1nc(N)nc(Cl)c1C=O returned GPR151 activ -1.5, TEAD-YAP inh 0, FBW7 act -0.1 and MITF primary -6.
Screening Cc1cccc(-c2cc(C(=O)Nc3sc4c(c3C#N)CCC(C(C)(C)C)C4)c3ccccc3n2)c1 (stereo not given) returned GPR151 activ -0.8, TEAD-YAP inh -6, FBW7 act 0.2 and MITF primary 0.
Screening CC(C)c1ccccc1NS(=O)(=O)N(C)C returned GPR151 activ 1.7, TEAD-YAP inh 11, FBW7 act 0.1 and MITF primary 7.
For COc1cc(C(=O)Nc2ccc3nc(N4CCN(c5ncccn5)CC4)cc(C)c3c2)cc(OC)c1OC the results were GPR151 activ 0.7, TEAD-YAP inh 22, FBW7 act 0.2 and MITF primary -1.
C=C1c2cc(CC)ccc2NC(=O)N1c1ccc(F)cc1 was read as GPR151 activ 0.7, TEAD-YAP inh -1, FBW7 act 0.2 and MITF primary 10.
Clc1cccc(CNc2ccc3ncc(-c4ccc5c(c4)OCO5)n3n2)c1 was read as GPR151 activ 0.9, TEAD-YAP inh 0, FBW7 act -0.1 and MITF primary -18.
`Nc1nc(Nc2ccccc2)cc(Nc2ccncc2)n1` gave GPR151 activ -0.3, TEAD-YAP inh -5, FBW7 act 0.2 and MITF primary 14.
COc1ccc2oc(=O)c(-c3nnc(-c4ccc(C)cc4)o3)cc2c1 was read as GPR151 activ 0.2, TEAD-YAP inh -2, FBW7 act 0.0 and MITF primary 1.
For CCCCCCC1(O)C(C)C(c2ccc(N(C)C)cc2)NC(c2ccc(N(C)C)cc2)C1C (stereo not given) the results were GPR151 activ -0.4, TEAD-YAP inh -11, FBW7 act -0.5 and MITF primary 61*.
Screening O=c1c2ccccc2ncn1CCCOc1ccc(Br)cc1 returned GPR151 activ -0.9, TEAD-YAP inh -10, FBW7 act -0.2 and MITF primary 9.
COc1ccc(CN(C(=O)c2cc3ccccc3oc2=O)C2CCS(=O)(=O)C2)cc1 (stereo not given) was read as GPR151 activ 0.3, TEAD-YAP inh -10, FBW7 act 0.0 and MITF primary 5.
Screening CC(C)S(=O)(=O)Nc1ccc(-c2ccnc(Nc3ccc(S(N)(=O)=O)cc3)n2)cc1 returned GPR151 activ -2.1, TEAD-YAP inh -36, FBW7 act 0.1 and MITF primary 14.
Screening CCc1ccc(CN(C(=O)C(C)C)C2CCS(=O)(=O)C2)cc1 (stereo not given) returned GPR151 activ 0.0, TEAD-YAP inh -4, FBW7 act 0.0 and MITF primary 8.
`COc1cc(/C=C2/NC(=O)NC2=O)ccc1OCc1ccccc1F` gave GPR151 activ -0.3, TEAD-YAP inh -24, FBW7 act 0.1 and MITF primary -8.
For Cc1ccc(C)c(NC(=O)c2cnc3sc(C)cn3c2=O)c1 the results were GPR151 activ -0.5, TEAD-YAP inh -27, FBW7 act -0.1 and MITF primary -7.

Some of these compounds in order of SMILES length, smallest number first.
C=C1c2cc(CC)ccc2NC(=O)N1c1ccc(F)cc1 was read as GPR151 activ 0.7, TEAD-YAP inh -1, FBW7 act 0.2 and MITF primary 10.
For Cc1ccc(C)c(NC(=O)c2cnc3sc(C)cn3c2=O)c1 the results were GPR151 activ -0.5, TEAD-YAP inh -27, FBW7 act -0.1 and MITF primary -7.
`COc1cc(/C=C2/NC(=O)NC2=O)ccc1OCc1ccccc1F` gave GPR151 activ -0.3, TEAD-YAP inh -24, FBW7 act 0.1 and MITF primary -8.

(listing goes on)
Screening C=CCOC(=O)COc1ccc2c(=O)c(Oc3ccccc3Br)coc2c1 returned GPR151 activ 1.5, TEAD-YAP inh -10, FBW7 act -0.2 and MITF primary -11.
For CC(C)(C#N)c1cc(Cn2cncn2)cc(C(C)(C)C#N)c1 the results were GPR151 activ 0.2&0.0&-0.5, TEAD-YAP inh 0&4, FBW7 act -0.1&-0.1&-0.3 and MITF primary 3&-8&-9.
Screening Cc1ccccc1C(=O)NC(CC(C)C)C(=O)OCC(=O)Nc1cccc(C#N)c1 (stereo not given) returned GPR151 activ -1.3, TEAD-YAP inh -3, FBW7 act 0.1 and MITF primary -11.
`O=C(CNCc1ccccc1)N1c2ccccc2Sc2ccc(Cl)cc21` gave GPR151 activ 2.1, TEAD-YAP inh -9, FBW7 act -0.1 and MITF primary 5.
Screening Cc1ccc(S(=O)(=O)Oc2ccc(/C=C3/SC(N4CCOCC4)=NC3=O)cc2)cc1 returned GPR151 activ 1.0, TEAD-YAP inh 3, FBW7 act 0.1 and MITF primary -1.
For CC(=O)NC1(c2ccccc2F)CCN(CC(=O)N(C)C2CCCCC2)CC1 the results were GPR151 activ -0.4, TEAD-YAP inh 7, FBW7 act 0.2 and MITF primary -26.
`COCCOc1ccc2c(c1)CC(c1nc3ccc(-c4ccnc(N)n4)cc3o1)CO2` (stereo not given) gave GPR151 activ -0.7, TEAD-YAP inh -2, FBW7 act -0.1 and MITF primary -1.
CCCOc1ccc(-c2ccc(-c3noc(-c4cc(-c5ccc(F)cc5)nc5ccccc45)n3)cc2)cc1 was read as GPR151 activ 0.6, TEAD-YAP inh 2, FBW7 act -0.2 and MITF primary 9.
C=C1C(c2ccc(C)cc2)=CCc2cc(C)cc(C)c21 was read as GPR151 activ -4.9, TEAD-YAP inh 54*, FBW7 act -0.2 and MITF primary 11.
Cc1nc2ccc(NC(=O)c3ccc([N+](=O)[O-])cc3)cc2s1 was read as GPR151 activ -1.1, TEAD-YAP inh -8, FBW7 act -0.1 and MITF primary 15.
`Cc1ccc(N2C(=O)C3C4C=CC(C)(O4)C3C2=O)c([N+](=O)[O-])c1` (stereo not given) gave GPR151 activ 0.0, TEAD-YAP inh 6, FBW7 act -0.2 and MITF primary 15.
Screening Cc1cc(C(=O)NNC(=O)Nc2cccc(C(F)(F)F)c2)ccc1[N+](=O)[O-] returned GPR151 activ -3.7, TEAD-YAP inh 8, FBW7 act -0.3 and MITF primary -6.
CCOc1ccccc1CN1CCc2nnc(CCNC(=O)C3CCC3)n2CC1 was read as GPR151 activ -1.5, TEAD-YAP inh -5, FBW7 act -0.1 and MITF primary -7.
Screening CC1=C(C(=O)OCC2CCCO2)C(c2cccc(Cl)c2)C2=C(CC(C)(C)CC2=O)N1 (stereo not given) returned GPR151 activ 1.0, TEAD-YAP inh 13, FBW7 act 0.1 and MITF primary -6.
Screening O=c1cnnc(SCc2cccc(F)c2)[nH]1 returned GPR151 activ -0.6, TEAD-YAP inh 2, FBW7 act -0.1 and MITF primary -3.

The list goes on, overlapping the part above by 2 compounds.
Screening CC1=C(C(=O)OCC2CCCO2)C(c2cccc(Cl)c2)C2=C(CC(C)(C)CC2=O)N1 (stereo not given) returned GPR151 activ 1.0, TEAD-YAP inh 13, FBW7 act 0.1 and MITF primary -6.
Screening O=c1cnnc(SCc2cccc(F)c2)[nH]1 returned GPR151 activ -0.6, TEAD-YAP inh 2, FBW7 act -0.1 and MITF primary -3.
COc1cccc(/C=N/N2C(=O)c3cccc4c([N+](=O)[O-])ccc(c34)C2=O)c1O was read as GPR151 activ -0.9, TEAD-YAP inh -3, FBW7 act 0.2 and MITF primary 0.
Screening COc1cc(C(=O)N2CC(=O)Nc3ccc(Br)cc3C2c2ccccc2)cc(OC)c1OC (stereo not given) returned GPR151 activ 3.1, TEAD-YAP inh 3, FBW7 act 0.1 and MITF primary -7.
NC(=O)c1nc(C2CCCCC2)nc2c1[nH]c(=O)n2-c1ccccc1 was read as GPR151 activ -0.1, TEAD-YAP inh 1, FBW7 act -0.1 and MITF primary -2.
For COc1ccccc1NC(=O)Nc1nnc(N2CCCC2)s1 the results were GPR151 activ -0.3, TEAD-YAP inh -3, FBW7 act 0.0 and MITF primary 4.
